Screens (PubChem)
IDH1 mut inh: IDH1 R132H (human) inhibition | O75874 | 70,000 compounds, 0.18% hits | IDH1 R132H reductase, diaphorase/resazurin fluorescence, 60 min | inhibition, % at 10 µM | AID 624101; in the data active = inhibition above about 34%;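 also: 0% = DMSO and 100% = no enzyme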
Target sequence (O75874 whole entry R132H): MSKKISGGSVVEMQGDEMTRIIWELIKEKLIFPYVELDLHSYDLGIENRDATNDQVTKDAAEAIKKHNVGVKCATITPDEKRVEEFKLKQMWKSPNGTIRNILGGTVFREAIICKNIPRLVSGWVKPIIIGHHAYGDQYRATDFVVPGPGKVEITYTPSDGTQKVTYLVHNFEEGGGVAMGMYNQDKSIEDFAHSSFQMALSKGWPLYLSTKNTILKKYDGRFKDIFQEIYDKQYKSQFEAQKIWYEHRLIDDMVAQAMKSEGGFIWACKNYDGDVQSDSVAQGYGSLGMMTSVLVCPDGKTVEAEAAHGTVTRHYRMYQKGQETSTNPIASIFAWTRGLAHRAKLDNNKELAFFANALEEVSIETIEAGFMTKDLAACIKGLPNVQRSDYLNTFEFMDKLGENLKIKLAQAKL
EZH2 inh: EZH2 (human) methyltransferase inhibition; PRC2 H3K27 methylation, DELFIA TRF, 1 h; inhibition, % at 12.5 µM; 57,000 compounds, 0.35% hits; AID 651548;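 active = mean inhibition of replicates at least 50% and every single replicate also reaching 50%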;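 also: dimethyl H3K27 on biotinylated H3 21-44 peptide detected by antibody; plate controls were median neutral control wells for no effect and median positive control wells for full effect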
Starred values were filed as active, the others as inactive; . = not tested or not shown. Not all compounds are listed. The share of hits here may be higher or lower than overall.

SMILES	IDH1 mut inh	EZH2 inh
C[C@H]1CN([C@@H](C)CO)C(=O)c2cc(NS(=O)(=O)c3ccc(Cl)cc3)ccc2O[C@@H]1CN(C)C(=O)Nc1ccc(C(F)(F)F)cc1	3.3	.
CC(=O)NCCCC[C@@H]1NC(=O)[C@H]2C[C@@H](C(=O)NCCCCCCN(C)C)[C@@H](c3cccc(OCCO)c3)N2C1=O	-0.2	0.5
C[C@@H]1CN([C@H](C)CO)C(=O)c2cc(NC(=O)C3CCCCC3)ccc2O[C@@H]1CN(C)C(=O)Nc1cccc2ccccc12	0.2	-0.5
COc1cccc(S(=O)(=O)N(C)C[C@H]2Oc3ncc(C#CCC(C)C)cc3C(=O)N([C@H](C)CO)C[C@H]2C)c1	-2.3	-17.4
CO[C@@H]1CN(C)C(=O)c2ccc(NC(=O)C3CC3)cc2OC[C@H](C)N(Cc2cncnc2)C[C@H]1C	-0.1	2.9
CCC(=O)N1C[C@H](C)[C@@H](OC)CN(C)C(=O)c2cc(NC(=O)C3CCOCC3)ccc2OC[C@H]1C	-0.1	1.1
CCC(=O)N[C@H]1CC[C@@H](CCn2cc(-c3cccc(OC)c3)nn2)O[C@@H]1CO	-0.5	8.0
C[C@H](CO)N1C[C@H](C)[C@H](CN(C)Cc2ccc(Oc3ccccc3)cc2)Oc2ccc(NS(C)(=O)=O)cc2CC1=O	4.5	.
C[C@H](CO)N1C[C@H](C)[C@@H](CN(C)Cc2ccccc2)Oc2ccc(NS(=O)(=O)c3cccs3)cc2CC1=O	-0.7	-5.6
COc1ccccc1Nc1nc(N)nc(CN2CCCCCC2)n1	0.0	.
C/C=C/c1ccc2c(c1)O[C@@H](CN(C)C(=O)Nc1cc(F)ccc1F)[C@@H](C)CN([C@H](C)CO)S2(=O)=O	-3.6	-11.9
O=C(Nc1ccc2c(c1)OCO2)N[C@@H]1C=C[C@@H](CC(=O)N2CCN(c3ccccc3)CC2)O[C@H]1CO	0.1	14.0
COc1cccc(CN(C)C[C@H]2OCc3cnnn3CCCC(=O)N([C@H](C)CO)C[C@@H]2C)c1	.	3.2
O=C(Nc1nc2ccccc2n1CCN1CCOCC1)c1ccccc1	-0.1	-7.4
CCCCN1CCCCC1C(=O)Nc1c(C)cccc1C (stereo not given)	0.8	.
COCC(=O)N1C[C@H](C)[C@@H](OC)CN(C)C(=O)c2ccc(NC(=O)c3cnccn3)cc2OC[C@H]1C	0.1	8.0
C[C@H]1CN([C@@H](C)CO)C(=O)Cc2cc(NC(=O)Cc3ccccc3)ccc2O[C@@H]1CN(C)Cc1ccc2c(c1)OCO2	0.3	-13.0
CCOc1ccc(C)cc1S(=O)(=O)n1nnc2ccccc21	-0.2	.
O=C(C[C@H]1C[C@@H]2c3cc(NC(=O)Nc4ccc(C(F)(F)F)cc4)ccc3O[C@@H]2[C@@H](CO)O1)NCc1ccccn1	0.1	-20.5
Cc1noc(C)c1NC(=O)N(C)C[C@@H]1Oc2ccc(NC(=O)Cc3cn(C)c4ccccc34)cc2C(=O)N([C@@H](C)CO)C[C@H]1C	-30.5	.
Cc1ccc(S(=O)(=O)N(C)C[C@H]2Oc3c(NC(=O)Nc4ccc(F)cc4)cccc3C(=O)N([C@@H](C)CO)C[C@H]2C)cc1	-1.1	-20.4
Cc1noc(C)c1S(=O)(=O)N(C)C[C@H]1Oc2ccc(NS(=O)(=O)c3ccccc3)cc2CC(=O)N([C@H](C)CO)C[C@@H]1C	21.3	.
CCCNC(=O)Nc1ccc2c(c1)OC[C@@H](C)N(C(=O)c1ccccc1F)C[C@@H](C)[C@H](OC)CN(C)C2=O	0.0	-6.2
Cc1noc(C)c1NC(=O)N(C)C[C@H]1Oc2cc(C#CCC3CCCC3)ccc2S(=O)(=O)N([C@H](C)CO)C[C@H]1C	-2.3	-34.2
COc1ccccc1S(=O)(=O)Nc1ccc2c(c1)C(=O)N(C)C[C@H](OC)[C@H](C)CN[C@H](C)CO2	-0.1	-0.7
CC(C)NC(=O)N(C)C[C@@H]1Oc2cc(C#Cc3ccc(F)cc3)ccc2S(=O)(=O)N([C@H](C)CO)C[C@H]1C	0.4	-17.5
C[C@H]1CN([C@@H](C)CO)C(=O)c2cc(Br)cnc2O[C@@H]1CN(C)S(C)(=O)=O	.	-0.3
COCC(=O)Nc1ccc2c(c1)[C@H]1C[C@@H](CC(=O)NCc3ccc(Cl)cc3)O[C@H](CO)[C@H]1O2	-0.4	-4.2
CCc1cccc(C)c1NC(=O)CSc1nnc(-c2ccc(C)cc2)n1C	-0.2	-0.9
Cc1noc(C)c1NC(=O)Nc1ccc2c(c1)CC(=O)N([C@@H](C)CO)C[C@H](C)[C@@H](CN(C)Cc1ccc(C(=O)Nc3ccccc3N)cc1)O2	.	0.1
COc1ccc(NC(=O)Nc2cccc3c2O[C@@H](CN(C)C)[C@@H](C)CN([C@@H](C)CO)C3=O)cc1	2.7	-3.2
Cc1ccc(S(=O)(=O)c2nc(-c3ccccc3F)oc2NCC2CCCO2)cc1 (stereo not given)	-1.1	.
COc1ccccc1CNC(=O)C[C@@H]1C[C@@H]2c3cc(NC(=O)Cc4ccncc4)ccc3O[C@@H]2[C@H](CO)O1	-0.1	5.6
C[C@@H]1CN([C@H](C)CO)C(=O)CCCn2cc(nn2)CO[C@@H]1CN(C)C(=O)c1cc(-c2ccccc2)on1	1.9	3.5
C[C@@H]1CN([C@@H](C)CO)C(=O)c2cc(NC(=O)CCCN(C)C)ccc2O[C@@H]1CN(C)Cc1ccc(C(=O)O)cc1	3.4	1.8
Cn1c(SCC(=O)Nc2ccccc2-c2ccccc2)nnc1-c1ccccn1	-0.1	-21.0
CC(=O)NC(Cc1c[nH]c2ccccc12)C(=O)O (stereo not given)	0.1	-6.0
CCS(=O)(=O)N[C@H]1C=C[C@@H](CC(=O)NC2Cc3ccccc3C2)O[C@@H]1CO	0.3	7.3
Cc1noc(C)c1NC(=O)Nc1cccc2c1O[C@@H](CN(C)C(=O)Nc1ccccc1)[C@H](C)CN([C@H](C)CO)C2=O	0.6	.
C[C@@H]1CN([C@H](C)CO)C(=O)c2cc(-c3ccccc3)cnc2O[C@H]1CN(C)C(=O)Cc1ccccc1	-0.8	5.4
C[C@@H]1CN([C@H](C)CO)C(=O)c2cc(NC(=O)Nc3ccccc3)ccc2O[C@H]1CN(C)Cc1ccc2c(c1)OCO2	-1.3	-4.4
CC(C)C#Cc1cnc2c(c1)C(=O)N([C@H](C)CO)C[C@@H](C)[C@H](CN(C)C(=O)Nc1cccc(F)c1)O2	-0.4	.
C[C@@H]1CCCCO[C@@H](CN(C)CC2CCCCC2)[C@H](C)CN([C@@H](C)CO)C(=O)c2cc(NS(C)(=O)=O)ccc2O1	.	3.5
COc1ccc(N2C(=O)CC(SCC(=O)Nc3ccc(C)c(C)c3)C2=O)cc1 (stereo not given)	2.0	-12.4
C[C@@H]1CCCCO[C@@H](CN(C)S(=O)(=O)c2ccc(F)cc2)[C@@H](C)CN([C@@H](C)CO)C(=O)c2cc(NS(=O)(=O)c3cn(C)cn3)ccc2O1	2.8	.
CNC[C@H]1Oc2c(NS(C)(=O)=O)cccc2C(=O)N([C@@H](C)CO)C[C@H]1C	2.7	-2.1
CC(C)NC(=O)N[C@@H]1C=C[C@@H](CC(=O)O)O[C@@H]1CO	0.1	-1.1
COc1cccc(-c2ccc3c(c2)O[C@@H](CN(C)C(=O)c2ccccc2F)[C@H](C)CN([C@@H](C)CO)S3(=O)=O)c1	-0.2	2.8
C[C@@H]1CN([C@@H](C)CO)C(=O)c2cc(NS(=O)(=O)c3ccc(Cl)cc3)ccc2O[C@H]1CN(C)Cc1ccncc1	4.0	-4.2
C[C@@H]1CN([C@H](C)CO)C(=O)CCCn2cc(nn2)CO[C@H]1CN(C)CC1CCCC1	0.0	.

(more compounds)
SMILES	IDH1 mut inh	EZH2 inh
COc1cccc(C#Cc2ccc3c(c2)O[C@@H](CN(C)C(C)=O)[C@@H](C)CN([C@@H](C)CO)S3(=O)=O)c1	-3.9	-19.5
CCCNC(=O)C[C@@H]1C[C@H]2c3cc(NS(=O)(=O)c4ccc(F)cc4)ccc3O[C@H]2[C@@H](CO)O1	-0.4	2.2
COc1cccc(S(=O)(=O)N[C@H]2CC[C@@H](CC(=O)NCc3ccc(F)cc3)O[C@@H]2CO)c1	-0.1	1.3
CC(C)CC#Cc1ccc2c(c1)O[C@@H](CN(C)C(=O)Cc1ccncc1)[C@@H](C)CN([C@H](C)CO)S2(=O)=O	3.1	.
CN1CCN(C(=O)C[C@@H]2C[C@@H]3c4cc(NC(=O)C5CCC5)ccc4O[C@@H]3[C@@H](CO)O2)CC1	-0.7	5.1
O=C(O)c1cccc(NC(=O)c2ccc(CN3C(=O)c4ccccc4C3=O)cc2)c1	1.5	.
Cc1noc(C)c1S(=O)(=O)N(C)C[C@@H]1Oc2ccc(NC(=O)NC3CCCCC3)cc2CC(=O)N([C@H](C)CO)C[C@H]1C	0.2	.
Cc1noc(C)c1S(=O)(=O)N(C)C[C@H]1OCc2cnnn2CCCC(=O)N([C@@H](C)CO)C[C@H]1C	-0.1	.
Cc1noc(C)c1NC(=O)N(C)C[C@H]1OCCCC[C@@H](C)Oc2ccc(NC(=O)C3CCCCC3)cc2C(=O)N([C@H](C)CO)C[C@H]1C	-1.0	.
C[C@H](CO)N1C[C@H](C)[C@@H](CN(C)Cc2ccc(Cl)c(Cl)c2)Oc2ccc(NS(C)(=O)=O)cc2C1=O	0.1	-0.5
CCS(=O)(=O)Nc1ccc2c(c1)C(=O)N(C)C[C@@H](OC)[C@H](C)CN(C(=O)C1CCC1)[C@@H](C)CO2	0.2	1.7
CO[C@@H]1CN(C)C(=O)c2cc(NC(=O)c3ccc(F)cc3)ccc2OC[C@H](C)N(C)C[C@H]1C	0.2	4.2
COc1ccc(CN(C)C[C@H]2OCCCC[C@@H](C)Oc3ccc(NC(=O)Nc4cccc5ccccc45)cc3C(=O)N([C@H](C)CO)C[C@H]2C)cc1	-9.6	.
C[C@@H](NC(=O)C[C@H]1C[C@@H]2c3cc(NC(=O)NC4CCCC4)ccc3O[C@@H]2[C@@H](CO)O1)c1ccccc1	-0.3	-8.9
C[C@H](CO)N1C[C@H](C)[C@@H](CN(C)S(C)(=O)=O)Oc2ccc(NS(=O)(=O)c3ccc(Cl)cc3)cc2C1=O	-2.0	.
CCCN1C[C@H](C)[C@H](OC)CN(C)C(=O)c2cc(NC(=O)C3CC3)ccc2OC[C@H]1C	0.5	0.6
Cc1ccccc1-c1ccc2c(c1)O[C@H](CN(C)Cc1ccncc1)[C@@H](C)CN([C@H](C)CO)S2(=O)=O	-0.1	16.8
C[C@@H]1CN([C@@H](C)CO)C(=O)Cc2cc(NC(=O)Nc3cccc4ccccc34)ccc2O[C@H]1CN(C)C(=O)Nc1ccc(C(F)(F)F)cc1	6.2	.
COc1ccccc1NC(=O)N[C@@H]1CC[C@@H](CCNS(=O)(=O)c2ccccc2)O[C@@H]1CO	0.0	-9.8
C[C@@H]1CCCCO[C@@H](CN(C)S(=O)(=O)c2cccs2)[C@H](C)CN([C@H](C)CO)C(=O)c2cc(NC(=O)Cc3ccccc3)ccc2O1	-1.1	.
CC(C)OC(=O)N(C)C[C@H]1OCc2ccccc2-c2ccccc2C(=O)N([C@H](C)CO)C[C@@H]1C	1.1	-3.3
O=C(C[C@@H]1C=C[C@H](NC(=O)C2CCC2)[C@@H](CO)O1)NCC1CC1	1.1	10.5
C[C@H](CO)N1C[C@H](C)[C@@H](CN(C)S(=O)(=O)c2ccc(Cl)cc2)Oc2ccc(NC(=O)CCCN(C)C)cc2C1=O	.	1.7
CO[C@H]1CN(C)C(=O)c2cc(NC(=O)Nc3ccc4c(c3)OCO4)ccc2OC[C@H](C)NC[C@H]1C	-0.2	-31.0
C[C@H]1CN([C@@H](C)CO)C(=O)Cc2cc(NS(=O)(=O)c3cccs3)ccc2O[C@@H]1CN(C)Cc1ccc(C(=O)Nc2ccccc2N)cc1	.	-8.8
C[C@@H]1CN([C@@H](C)CO)C(=O)Cc2cc(NC(=O)Nc3ccc4c(c3)OCO4)ccc2O[C@H]1CN(C)Cc1ccc(C(F)(F)F)cc1	0.2	.
COc1ccc(S(=O)(=O)Nc2ccc3c(c2)C(=O)N([C@@H](C)CO)C[C@@H](C)[C@@H](CN(C)C(=O)Nc2c(C)noc2C)OCCCC[C@H](C)O3)cc1	0.6	.
O=C(CSc1nc2cc3ccccc3cc2[nH]1)Nc1ccccc1Cl	-0.3	34.7
COc1ccc(NC(=O)N(C)C[C@H]2Oc3ccc(NS(C)(=O)=O)cc3C(=O)N([C@H](C)CO)C[C@H]2C)cc1	-0.1	.
C[C@@H]1CN([C@H](C)CO)C(=O)c2cccc(NC(=O)C3CCOCC3)c2O[C@H]1CN(C)S(C)(=O)=O	0.7	-5.6
